HEK293 tox: HEK 293 cell cytotoxicity | HEK 293 viability, ATP luminescence (CellTiter-Glo), 48-72 h | Potency, µM (titrated, usually from 115 µM), for inactives: at the highest dose activity change, negative = cytotoxicity, most hits filed as inhibitors | 6.6% of 94,000 active; also: potency is read from the fitted curve at half-maximal effect; nearly all actives have a fitted effect of over 60% in size
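Cytotoxicity was scored by loss of ATP-coupled luminescence (CellTiter-Glo) in HEK 293 cells. Compound treatment ran 48 or 72 hr at 37 degree Celsius, 5% CO2, 95% humidity.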
SNCA expr inh: SNCA gene expression inhibition. 0.17% of 140,000 active. HEK-293 SNCA-luciferase knock-in, luminescence, 24 h. Potency, µM (top dose mostly 57.2 µM), for inactives: at the top dose activity change, negative = inhibition, actives largely listed as inhibitors. AID 1671194;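 also: potency is read from the fitted curve at half-maximal effect; plate controls were DMSO cells for no effect and cell-free wells for full effect; nearly all actives have a fitted effect of over 45% in size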
GPT2 inhibitor: blocks human glutamate pyruvate transaminase 2. Potency, µM (doses to about 57.7 µM), for the others: top-dose activity change, negative = inhibition, most hits filed as inhibitors. Q8TD30. 0.25% of 100,000 active. Recombinant GPT2, coupled pyruvate oxidase/HRP Amplex Red fluorescence; also: potency is read from the fitted curve at half-maximal effect; nearly all actives have a fitted effect of over 60% in size; many of its hits are not listed in these tables
Target sequence (Q8TD30 whole entry, looked up): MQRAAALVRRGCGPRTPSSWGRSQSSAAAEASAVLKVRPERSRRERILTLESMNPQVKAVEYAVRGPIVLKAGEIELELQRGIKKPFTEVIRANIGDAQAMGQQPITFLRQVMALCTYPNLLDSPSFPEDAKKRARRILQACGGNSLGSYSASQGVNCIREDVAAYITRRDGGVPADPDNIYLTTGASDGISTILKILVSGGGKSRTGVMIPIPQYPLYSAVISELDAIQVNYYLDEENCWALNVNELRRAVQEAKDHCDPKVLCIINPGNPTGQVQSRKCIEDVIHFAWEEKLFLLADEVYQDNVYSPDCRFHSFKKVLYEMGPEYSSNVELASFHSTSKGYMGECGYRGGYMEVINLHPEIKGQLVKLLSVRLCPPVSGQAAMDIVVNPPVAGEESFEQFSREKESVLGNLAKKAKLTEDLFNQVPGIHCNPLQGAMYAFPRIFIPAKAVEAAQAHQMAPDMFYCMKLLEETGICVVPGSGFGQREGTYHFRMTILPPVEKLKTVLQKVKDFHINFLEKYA
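Inhibition is scored from Amplex Red fluorescence generated when pyruvate oxidase and HRP act on pyruvate released by GPT2. Reactions contain 10ng/uL enzyme, 250uM a-KG and 2mM L-alanine and run 30 min at room temperature.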
HEK293 viab: counter-screen for SNCA expression inhibitors: cell viability | 0.12% of 150,000 active | Potency, µM (doses to about 57.1 µM), for the others: top-dose activity change, negative = cytotoxicity, usual class: cytotoxic | HEK-293-SNCA-luc viability, GF-AFC fluorescence, 24 h | AID 1671193;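 also: potency is read from the fitted curve at half-maximal effect; 0% = DMSO-treated cells and -100% = medium-only wells without cells; nearly all actives have a fitted effect of over 30% in size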
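Cytotoxicity counterscreen: after 24 h compound treatment of genome-edited SNCA-luciferase HEK-293 cells, live-cell protease substrate GF-AFC read by fluorescence after 30 min; activity scaled between DMSO (0%) and medium-only (-100%), curves Hill-fitted.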
3T3 cytotox: cytotoxic compounds in NIH 3T3 cells; NIH 3T3 viability, CellTiter-Glo ATP luminescence, 48-72 h; Potency, µM (titrated, usually from 96.7 µM), for the others: at the top dose activity change, negative = cytotoxicity, hits mostly inhibitors; 4.3% of 94,000 active; AID 1345082; also: potency is read from the fitted curve at half-maximal effect; nearly all actives have a fitted effect of over 55% in size
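NIH 3T3 cells at 400 cells/well received 23 nL of compound by pintool and were incubated 48 or 72 h at 37 °C. Viability was read as ATP-coupled CellTiter-Glo luminescence.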
FLuc inh: inhibitors of firefly (Photinus pyralis) luciferase; 2.5% of 76,000 active; purified P. pyralis luciferase, luminescence, biochemical; Potency, µM (series often up to 115 µM), inactives show at the highest dose activity change, negative = inhibition, actives largely listed as inhibitors; P08659; also: potency is read from the fitted curve at half-maximal effect; nearly all actives have a fitted effect of over 65% in size
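FLuc 10nM, D-luciferin 10uM, ATP 10uM, Mg acetate 10mM, Tris acetate pH 7.5, Tween/BSA; cpd qHTS; enzyme added last; CCD luminescence.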
IP6K1 inhibitor: inhibitors of human IP6K1 | Q92551 | IP6K1 kinase, ADP-Glo luminescence, 2 h; active compounds read low | activity change, % (series mostly up to about 58 µM) | 0.81% of 140,000 active | AID 1645851; in the data active = activity change below about -25%
Target sequence (Q92551 whole entry, looked up): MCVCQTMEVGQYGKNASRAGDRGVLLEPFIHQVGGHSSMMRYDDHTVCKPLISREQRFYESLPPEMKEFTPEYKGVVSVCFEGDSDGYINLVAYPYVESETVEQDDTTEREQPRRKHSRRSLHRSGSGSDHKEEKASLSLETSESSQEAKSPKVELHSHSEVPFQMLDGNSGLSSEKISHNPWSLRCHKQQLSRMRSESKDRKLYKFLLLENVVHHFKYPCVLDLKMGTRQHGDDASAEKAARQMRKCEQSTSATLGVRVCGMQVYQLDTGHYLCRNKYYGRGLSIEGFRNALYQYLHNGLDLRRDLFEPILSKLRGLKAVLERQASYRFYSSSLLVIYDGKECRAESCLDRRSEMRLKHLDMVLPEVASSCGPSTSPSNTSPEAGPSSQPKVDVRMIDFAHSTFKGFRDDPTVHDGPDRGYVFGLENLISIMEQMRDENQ
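ADP-Glo luminescence measures ADP made by human IP6K1 during a 2 h RT reaction with ATP/IP6 (mix at 1.3 mM/130 uM); top library doses 57.5 and 19.1 uM final.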
* marks the source's active call; other numbers are inactive results; i = inactive; ? = inconclusive; . = not tested or not shown; [ ] = remark or other dose. Unless noted, calls follow the shape of the dose curve; as a rule, active = well fitted curve in the direction sought with a large enough effect; inconclusive = small, poorly fitted or top-dose-only effect, or another doubt; inactive = no such curve, though single readings can be large; an effect the other way counts as inactive or inconclusive. Unless noted, % is scaled to controls: 0 for no effect and ±100 for the full control effect. Not all compounds are listed. The share of hits here may be higher or lower than overall.

compound	HEK293 tox	SNCA expr inh	GPT2 inhibitor	HEK293 viab	3T3 cytotox	FLuc inh	IP6K1 inhibitor
Fc1ccc(OCC2CCCN(c3ccc(Cn4ccnc4)cn3)C2)cc1 (stereo not drawn)	?	54%[activator]	0%	0%	?	-27%	-9
COCC(=O)Nc1cc(C2CCCC2)nn1C	-3%[172 µM]	29%[87.6 µM]	-7%[88.5 µM]	6%[87.6 µM]	-5%[138 µM]	.	7
Cc1cc(C)n2nc(CNC(=O)c3ccc(Cl)cc3)nc2n1	.	-2%	.	7%	.	.	2
Cc1cc(NC(=O)C2CCC(CNS(=O)(=O)c3ccc(Br)s3)CC2)ccc1Br (stereo not drawn)	.	-6%	.	-2%	.	.	10
CO[C@H]1C(=O)N(C(C)C)[C@H]1C1CCN(C(=O)c2cccc3[nH]ccc23)CC1	i	18%	i	0%	5%	4%	13
O=C(O)Cn1c(=O)n(Cc2ccc(Br)cc2F)c(=O)c2ccc(Cl)cc21	.	-50%[25.6 µM]	-1%	2%[23.9 µM]	.	.	3
CN(C)CC1(O)CCC2(CCN(C(=O)c3cccc(F)c3)CC2)CC1	-22%	-15%	i	1%	-22%	-2%	-13
COCCN1CC(C(=O)N(C)Cc2ccc(OC)c3ncccc23)CCC1=O (stereo not drawn)	-5%	45%[activator]	i	8%	i	-2%	-7
CCOc1ccc(-c2c(C)nn3c(C)c(C(=O)NCc4cccc(OC)c4)cnc23)cc1OCC	.	-26%	.	-7%	.	.	-7
c1cncc(-c2nnc3n2CCN(CC2CC2)C3)c1	i	?	i	7%[87.6 µM]	?	.	-2
CC(C)n1c(CNC(=O)C2CC(=O)N(c3n[nH]c4ccccc34)C2)nc2ccccc21 (stereo not drawn)	?	-25%	-21%	4%	-17%	5%	8
FC(F)(F)c1ccc(CN2CC(Oc3ccc4c(c3)OCO4)C2)cc1	?	-13%	?	9%	?	.	-5
COc1cccc(C(=O)N2CCCCC2CCN2CCCCC2)c1 (stereo not drawn)	.	31%[activator]	.	-5%	.	.	10
Cc1cc(C)n(CC(=O)N2CCN3CCS(=O)(=O)N(C4CC4)C(=O)C3C2)n1 (stereo not drawn)	-19%	21%	i	19%	-2%	.	17
CN(C)c1ccc(NC(=O)Cn2c(SCc3ccc(F)cc3)nc3cccnc32)cc1	.	10%	.	23%	.	.	16
C[S+](=O)([O-])N1Cc2ccccc2CC12CN(C(=O)c1ccc(C(F)(F)F)cc1)C2	?	-12%	0%	12%	?	-8%	3
COc1ccc(CNC(=O)NCC23CCC=C2N(C)C(=O)CC3)cc1 (stereo not drawn)	i	-10%	3%	8%	-3%	0%	-9
NC(=O)NCCC(=O)N1CCc2[nH]nc(-c3cccc4ccccc34)c2C1	-14%	7%	-1%	1%	1%	-2%	-9
Cc1cccc(-c2nc3c4ccccc4nc(N4CCN(c5ccccc5F)CC4)n3n2)c1	.	66%[activator]	.	0%	.	.	-6
CCNC(=O)c1cccnc1OC1CCN(C(=O)c2ccco2)C1 (stereo not drawn)	5%	6%	i	4%	-4%	-12%	4
N#Cc1cccc(C(=O)N2CCC(C(=O)N3CCCCCCNC(=O)CC3)CC2)c1	0%	6%	i	4%	-19%	0%	10
Cc1ccc(CN2CCCCCNC(=O)[C@@H]3CCC[C@@H]32)o1	?	7%	-15%	4%	?	-10%	0
CCN(CCCNC(=O)c1nn(-c2ccc(OC)cc2)c(=O)c2c1c1ccccc1n2C)c1cccc(C)c1	.	20%	.	11%	.	.	20
COc1ccc(OC2CN(C(=O)c3ccc(C)cc3)C2)cc1	?	13%[87.6 µM]	?	3%[87.6 µM]	-24%[138 µM]	.	-6
COCC(=O)NC[C@@H]1C=C(C)[C@H](CC(=O)N2CCCC2)C[C@H]1C(C)C	-2%[172 µM]	-14%[87.6 µM]	i	-19%[87.6 µM]	-11%[138 µM]	8%[172 µM]	6
CCN(CC)S(=O)(=O)c1cccc(C(=O)Nc2sc3c(c2C#N)CCC(C)C3)c1 (stereo not drawn)	.	23%	.	5%	.	.	28
CCc1nn(CC(=O)N2CCN(c3cccc(OC)c3)CC2)c(=O)c2cc3occc3n12	.	15%	.	4%	.	.	-9
Cc1ccc(C(=O)N2CCCN(Cc3ccncc3)C(c3ccccc3)CC(=O)NCC2)s1 (stereo not drawn)	?	18%	i	4%	?	?	12
COc1ccc(CCNC(=O)CCCn2nc(C)c3sc4ccccc4c3c2=O)c(OC)c1	.	20%	.	-7%	.	.	-10
CCc1cc(=O)n(CC(=O)Nc2ccc(C(C)=O)cc2)c(N2CCOCC2)n1	?	4%	-17%	-10%	-27%	10%	15

Complete entries, quoted from the list.
COc1ccc(CCNC(=O)CCCn2nc(C)c3sc4ccccc4c3c2=O)c(OC)c1 in the list: HEK293 tox = .; SNCA expr inh = 20%; GPT2 inhibitor = .; HEK293 viab = -7%; 3T3 cytotox = .; FLuc inh = .; IP6K1 inhibitor = -10
COCCN1CC(C(=O)N(C)Cc2ccc(OC)c3ncccc23)CCC1=O (stereo not drawn) in the list: HEK293 tox = -5%; SNCA expr inh = 45%[activator]; GPT2 inhibitor = i; HEK293 viab = 8%; 3T3 cytotox = i; FLuc inh = -2%; IP6K1 inhibitor = -7

(continued)
compound	HEK293 tox	SNCA expr inh	GPT2 inhibitor	HEK293 viab	3T3 cytotox	FLuc inh	IP6K1 inhibitor
CN(C)C[C@H]1O[C@H](Cc2cc(-c3ccccc3)on2)CC[C@@H]1O	-30%[172 µM]	148%[activator][87.6 µM]	0%[88.5 µM]	-5%[87.6 µM]	-7%[174 µM]	12%[172 µM]	8
O=C(c1[nH]c2ccccc2c1Sc1ccc(Cl)cc1)N1CCCCC1	.	-9%	.	-12%	.	.	-8
CC(C)COc1cc(=O)n2c(c1C(=O)NCCCN1CCOCC1)CCCCC2	-5%	3%	i	-9%	-6%	-4%	2
Cc1ccc(-n2nc(C)c3c(C)c(CCC(=O)NCc4cccc(Cl)c4)c(C)nc32)cc1C	.	?	.	17%	.	.	-3
COc1ccc(C(CNC(=O)COc2ccc(Cl)c(C)c2)N2CCOCC2)cc1 (stereo not drawn)	.	15%	.	-2%	.	.	-20
Cc1cc(Br)ccc1NC(=O)c1sc2ncn(Cc3ccccc3Cl)c(=O)c2c1C	.	-1%	.	6%	.	.	-2
COc1ncccc1-c1cc2c(nc1-c1ccccc1)nc(C(=O)NCCN(C)C)n2C	?	1%[87.6 µM]	1%[88.5 µM]	?	?	-11%[172 µM]	16
O=[S+]([O-])(c1ccccc1)N1CC2(COCCN(Cc3ccc(Cl)cc3)C2)C1	?	?	2%[88.5 µM]	0%[87.6 µM]	?	-9%[172 µM]	15
Cn1c(=O)n(C)c2cc(N3CCOCC3)c(NC(=O)c3ccccc3Br)cc21	.	18%	.	?	.	.	1
O=C(NCc1ccc(F)cc1)C1CCc2nnc(C3CCN(C(=O)Nc4ccc(Cl)cc4)CC3)n21 (stereo not drawn)	1%	0%	-15%	7%	i	.	-9
Cn1cc(C(=O)N2CCC(N3C(=O)C4(CCCCC4)C3c3ccncc3)CC2)cn1 (stereo not drawn)	i	?	4%	5%	-13%	.	5
COc1ccccc1C(=O)N[C@@H]1CN(c2ncccn2)C[C@H]1CN(C)C	3%	1%	-11%	2%	i	3%	5
COCc1cn2c(=O)n(C)cc(-c3ccc(OC)nc3)c2n1	i	2%[87.6 µM]	0%[88.5 µM]	-10%[87.6 µM]	?	2%[172 µM]	-18
CNC(=O)[C@@H]1CN(Cc2cccc(Cl)c2F)C[C@H]1CO	i	9%	i	-8%	-3%	-2%	7
Cc1ccc(NC(=O)CN2C(=O)C(c3ccc(F)cc3)=NC23CCCCC3)c(C)c1	.	-30%	.	-16%	.	.	2
COc1ccc(CC(=O)Nc2ccc([C@@H](O)[C@H]3COCC(=O)N3CC(C)C)cc2)cc1	-15%[172 µM]	-2%[87.6 µM]	-13%[88.5 µM]	-4%[87.6 µM]	-23%[138 µM]	1%[172 µM]	9
O=C(CSc1nc2ccccc2n1Cc1ccc(F)cc1)N1CCN(c2ccc(F)cc2)CC1	.	-6%	.	1%	.	.	20
CC(C)(C)CC(=O)N[C@@H]1C=C(C(=O)NCCC(N)=O)C[C@@H](O)[C@@H]1O	-8%[172 µM]	-17%[87.6 µM]	3%[88.5 µM]	7%[87.6 µM]	-22%[174 µM]	3%[172 µM]	3
Cc1cccc2c1-c1sc(C(=O)N(C)c3cccc(Cl)c3)cc1CO2	.	29%	.	-4%	.	.	35
CN(C)c1ccc(CN2CC[C@@H]3[C@H]2C(=O)NC[C@H](CCC(=O)Nc2ccccc2)N3C)cc1	0%	24%	-25%	-1%	-10%	11%	8
COc1cc(-c2nc3c([nH]2)CC(c2ccccc2OC)CNC3=O)ccc1O (stereo not drawn)	?	23%	?	-1%	?	11%	9
Cc1ccc(NC(=O)CSc2cn(CC(=O)N3CCCC3)c3ccccc23)cc1Cl	.	6%	.	-29%	.	.	-16
COc1ccc(NC(=O)c2oc3ccccc3c2NC(=O)Cc2coc3ccc(C)cc23)cc1	.	88%[activator]	.	-1%	.	.	-11
COc1ccc(N2CCN(C(=O)CCc3c(C)nc4cc(-c5ccc(Cl)cc5)nn4c3C)CC2)cc1	.	?	.	1%	.	.	9
COc1ccc(OC)c(CCNc2nc3cc(OC)c(OC)cc3c3nc(-c4cccnc4)nn23)c1	.	30%	.	-12%	.	.	-18
CCOC(=O)[C@H]1[C@@H](O)C(=O)N(Cc2ccccc2)C12CCN(C(=O)C1CC1)CC2	?	.	.	.	?	.	9
c1ccc(NCC2CN(Cc3ccccn3)CC23CN(c2ccccc2)C3)cc1 (stereo not drawn)	79µM*	2%[87.6 µM]	-21%[88.5 µM]	-6%[87.6 µM]	?	1%[172 µM]	-7
COc1cc(Cl)c(C)cc1Nc1c2c(nc3ccccc13)CCC2	.	?	.	?	.	.	10
O=C(/C=C/c1ccc(O)cc1)O[C@H]1[C@H](OC2CCCCC2O)O[C@H](CO)[C@@H](O)[C@@H]1O (stereo partly drawn)	.	.	?	-3%[23.9 µM]	.	.	2
Cc1nc(C2CCN(C(=O)CNC(N)=O)CC2)cc(N2CCOCC2)n1	-23%	1%	-2%	-20%	2%	3%	-5

Source: PubChem BioAssay (National Center for Advancing Translational Sciences (NCATS))
